SMN2 splice up: SMN2 splice variant enhancement; HEK293 SMN2-luciferase splicing reporter, luminescence, 30-36 h; Potency, µM (series often up to 46.1 µM), for the others: at the highest dose activity change, positive = activation, usual class: activators; hit rate 2.8% among 210,000; AID 1458; active means well fitted activation curve with a large enough effect; further: % of control where 0% means no effect; nearly all actives have a fitted effect of over 55% in size
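qHTS luciferase splicing reporter: luminescence rises when SMN2 exon 7 is included in transfected HEK293 cells. Compound exposure lasted 30-36 h at 37C, with 4.5 mM final sodium butyrate as control, followed by a ONE-Glo read.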
An asterisk follows results filed as active; [ ] = remark or other dose. Potency means the concentration at half of the fitted maximal effect.

structure	SMN2 splice up
Cc1ccc(-n2nc(C(=O)N(C)c3ccc(C)c(C)c3)c3c4ccccc4n(C)c3c2=O)cc1	-8%
Cc1ccc(Cn2c(=O)n(CCc3ccccc3)c(=O)c3c(C)c(C)sc32)cc1	2%
Cc1ccc2ncc(C(=O)c3ccc(C)c(C)c3)c(S(=O)(=O)c3ccc(F)cc3)c2c1	-4%
CCN(CC)c1ccc(CN(C(=O)c2cc(=O)c3ccccc3o2)C2CCS(=O)(=O)C2)cc1 (stereo unspecified)	-6%
NC(=O)c1ccccc1NC(=O)Cn1nc(Cc2cccnc2)c2ccccc2c1=O	-18%
CCOc1ccc(CCNC(=O)c2cccc(Nc3nc4ccccc4nc3-n3nc(C)cc3C)c2)cc1OCC	3%
Cc1cccc(NC(=O)CSc2nc(-c3cccs3)cc(C(F)(F)F)c2C#N)c1C	-13%
O=C(COC(=O)c1cc(-c2ccccc2)nc2ccccc12)c1ccc(Br)cc1	-3%
COc1ccc(S(=O)(=O)Nc2cc3c(C(=O)OC(C)C)c(C)oc3c3ccccc23)cc1	4%
CCOC(=O)C(C)Sc1nc(-c2ccccc2)ccc1C#N (stereo unspecified)	18%
CCSc1ncc(Cl)c(C(=O)Nc2ccc(S(=O)(=O)N3CCCCC3CC)cc2)n1 (stereo unspecified)	-33%[inhibitor]
COc1ccc(Nc2ncc(C(=O)Nc3cccc(OC)c3)c3ccccc23)cc1	26%
Cc1c(CNC2CCC(C)CC2)c(C(=O)O)c(C)n1Cc1ccc(Cl)cc1 (stereo unspecified)	7%
COc1cc(CN(C(=O)c2ccccc2F)C2CCS(=O)(=O)C2)cc(OC)c1OC (stereo unspecified)	10%
CCCSc1nnc2c(n1)OC(c1sccc1C)Nc1ccccc1-2 (stereo unspecified)	3.2µM*
CC(C)COc1ccc(C(=O)Nc2cc3nn(-c4ccccc4)nc3cc2Cl)cc1	-2%
CCC(CC)c1nn2c(=O)cc(COc3ccc(NC(=O)c4ccccc4Cl)cc3)nc2s1	-6%
CSc1ncc(Cl)c(C(=O)Nc2c(C(=O)Nc3cccc(Cl)c3)oc3ccccc23)n1	5%
COc1ccc(C(=O)Nc2ccc(OCc3cc(=O)n4ccsc4n3)cc2)cc1OC	6%
CCOc1ccc(N(CC(=O)NCc2ccc(Cl)cc2)S(=O)(=O)c2c(C)noc2C)cc1	-8%
Cn1c(C(=O)NCCc2ccccc2)cc2sc(Cl)cc21	2.8µM*
CCc1nn(C(C)C(=O)N2CCN(c3ccccc3)CC2)c(=O)c2cc3occc3n12 (stereo unspecified)	-1%
CC1=C(C(=O)Nc2ccc(C)cc2C)C(c2ccccc2)n2ncc(C(=O)Nc3ccccc3)c2N1 (stereo unspecified)	21%
CCn1c(=O)c2cc(C(=O)N3CCN(c4cccc(Cl)c4)CC3)sc2c2ccccc21	1%
COc1ccc(C(=O)Nc2cc(C)c(O)c(-c3nc4ccccc4s3)c2)cc1OC	5%
Cc1ccc(Cn2c(C)c(CNCCCc3ccccc3)c(C(=O)O)c2C)cc1	0%
Cc1ccc2nc(-c3cccc(NC(=O)c4cccc5c(Cl)cccc45)c3)oc2c1	11%
CCc1ccc(OCC(=O)Nc2cc(-c3ccc(C)cc3)no2)cc1	17%
CCc1cccc(NC(c2ccccc2)c2nnc(-c3ccccc3F)o2)c1 (stereo unspecified)	-5%
CN(C1CCCCC1)S(=O)(=O)c1ccc2c(c1)c(=O)c(C(=O)N1CCN(c3ccc(F)cc3)CC1)cn2C	-1%
CSc1ccc(-c2nc3cccc(C)n3c2Nc2ccc3c(c2)OCO3)cc1	1%
Cc1cccc(C)c1NC(=O)C(NS(=O)(=O)c1ccc2c(c1)CCC(=O)N2)c1ccccc1 (stereo unspecified)	-1%
Cc1ccc2oc(C(=O)Nc3ccc(S(=O)(=O)N4CCCCC4C)cc3)cc(=O)c2c1 (stereo unspecified)	1%
COc1cccc(N2CCN(C(=O)Cn3ncc4c(=O)oc5ccccc5c43)CC2)c1	-9%
COc1ccc(S(=O)(=O)N(CC(=O)NCc2ccc(C)cc2)c2ccc(Cl)cc2)cc1	0%
COc1ccc(C)cc1NC(=O)NC(C)c1c(-n2cccc2)sc(C)c1C (stereo unspecified)	-20%
COc1ccc(-c2noc(CCC(=O)N(C)c3ccccc3C)n2)cc1	-11%
O=C(Nc1nc2nc(-c3ccccc3)cc(=O)n2[nH]1)c1ccc(F)cc1	-3%
COc1cc(NC(=O)c2cc(C)nc3c2c(C)nn3-c2ccccc2Cl)cc(OC)c1	-15%
COc1ccc2c(C)c(CC(=O)NCc3ccccc3Cl)c(=O)oc2c1OC	-1%
Cc1cc(=O)n2nc(N3CCC(C(=O)Nc4ccc(Br)c(C)c4)CC3)sc2n1	13%
Clc1ccc(CSc2nc3ncccc3[nH]2)cc1	13µM*
O=C(Nc1ccccc1C(F)(F)F)c1ccc2oc(=O)c(S(=O)(=O)c3ccc(F)cc3)cc2c1	-28%
Cc1ccc(NS(=O)(=O)c2ccc3nc(-c4ccccc4)[nH]c3c2)c(Br)c1	-11%
CC(=O)c1cccc(Nc2cc(C)nc3nc(-c4ccccc4C)nn23)c1	3%
O=S(=O)(c1ccc(Cl)cc1Cl)n1ccnc1	-5%
O=C(CC1C(=O)OCCN1Cc1ccccc1)Nc1cccc(C(F)(F)F)c1 (stereo unspecified)	-3%
CCc1ccccc1NC(=O)c1cc(-c2ccc3c(c2)OCO3)on1	2%

Looked up above:
`Cc1cc(=O)n2nc(N3CCC(C(=O)Nc4ccc(Br)c(C)c4)CC3)sc2n1` | SMN2 splice up: 13%
`CCSc1ncc(Cl)c(C(=O)Nc2ccc(S(=O)(=O)N3CCCCC3CC)cc2)n1` (stereo unspecified) | SMN2 splice up: -33%[inhibitor]

More records:
structure	SMN2 splice up
Cc1ccc(S(=O)(=O)c2cn(Cc3ccc(F)cc3)c3cc(F)c(F)cc3c2=O)cc1	-13%
CCCc1cc(=O)n2[nH]c(NCc3ccc(CC)cc3)nc2n1	5%
Cc1cccc(CCNC(=O)Cn2ncc3c(=O)oc4ccccc4c32)c1	25%
CCOC(=O)c1c(-c2ccc(C)cc2)csc1NC(=O)c1cc(=O)c2cc(C)c(C)cc2o1	0%
CC(C)c1ccc(NC(=O)CN(C)S(=O)(=O)c2ccc3c(c2)c(=O)n(C)c(=O)n3C)cc1	0%
Cc1ccc(CNC(=O)c2ccc3nc(N4CCCCC4)sc3c2)cc1	12%
CCOc1ccccc1NC(=O)Cn1c(=O)n(CCC(=O)NCc2ccc3c(c2)OCO3)c(=O)c2ccccc21	17%
CCc1cccc(NC(=O)c2cc3c(s2)-c2ccccc2OC3)c1	-9%

Of the compounds above, three contain two or more sulfur atoms:
structure	SMN2 splice up
Cc1cccc(NC(=O)CSc2nc(-c3cccs3)cc(C(F)(F)F)c2C#N)c1C	-13%
CCSc1ncc(Cl)c(C(=O)Nc2ccc(S(=O)(=O)N3CCCCC3CC)cc2)n1 (stereo unspecified)	-33%[inhibitor]
CCCSc1nnc2c(n1)OC(c1sccc1C)Nc1ccccc1-2 (stereo unspecified)	3.2µM*

Further entries follow:
structure	SMN2 splice up
Cc1cc2oc(C(=O)N(Cc3ccc(N(C)C)cc3)CC3CCCO3)c(C)c2cc1C (stereo unspecified)	-20%
CCOc1ccc(-n2c(SCc3nc(-c4ccccc4C)no3)nnc2-c2ccccc2)cc1	-6%
Cc1cc2c(cc1C)NC(CC(=O)Nc1ccccc1SC(F)(F)F)C(=O)N2 (stereo unspecified)	-3%
Cc1ccc(CNC(=O)C2CCN(S(=O)(=O)c3ccc(F)cc3)CC2)cc1	7%
CCOC(=O)c1nnc2c(-c3ccc(Cl)cc3)c(C)nn2c1C	3%
COc1ccc(-c2cc(C(=O)Nc3sc4c(c3C#N)CCCC4)no2)cc1OC	-2%
COc1ccc(-c2nc(CSCC(=O)N3CCN(c4cc(Cl)ccc4C)CC3)c(C)o2)cc1	-58%[inhibitor]
CCCCOc1cccc(C(=O)N(Cc2ccc(Cl)cc2)C2CCS(=O)(=O)C2)c1 (stereo unspecified)	-26%
Cc1ccc(Nc2nnc(-c3ccc(C)c(S(=O)(=O)N4CCN(C)CC4)c3)c3ccccc23)cc1	-5%
Cc1ccc(CNC(=O)CCc2nc3cccnc3n2Cc2ccccc2)cc1	-12%
COc1ccc(C2C(C(=O)Nc3ccc(Cl)cc3)=C(C)Nc3nc(SCc4cccc(C)c4)nn32)cc1OC (stereo unspecified)	-9%
O=C(c1cccc(Cl)c1)n1nc(-c2cccnc2)nc1NCc1ccccc1	8%
CC1(c2ccc(Cl)cc2)CC(C)(C)N(C(=O)c2cccc(F)c2)c2ccccc21 (stereo unspecified)	-60%[inhibitor]
CCN1C(=O)C(Cc2nc3ccccc3c(=O)n2-c2ccc(OC)cc2)c2ccccc21 (stereo unspecified)	-7%
Cc1ccccc1Cn1c2ccccc2c2cnn(CC(=O)NC(C)CCc3ccccc3)c(=O)c21 (stereo unspecified)	1%
Cc1ccc2oc3c(c(=O)c2c1)C1(C(=O)N(C)c2ccccc21)N(CCCO)C3=O (stereo unspecified)	5%

3 compounds picked at random from the list so far, as already listed:
structure	SMN2 splice up
CC1(c2ccc(Cl)cc2)CC(C)(C)N(C(=O)c2cccc(F)c2)c2ccccc21 (stereo unspecified)	-60%[inhibitor]
O=C(c1cccc(Cl)c1)n1nc(-c2cccnc2)nc1NCc1ccccc1	8%
CCN1C(=O)C(Cc2nc3ccccc3c(=O)n2-c2ccc(OC)cc2)c2ccccc21 (stereo unspecified)	-7%

Further records.
structure	SMN2 splice up
Cc1cc(C)cc(NC(=O)CSc2oc(-c3ccccc3)nc2S(=O)(=O)c2ccc(Cl)cc2)c1	1%
Cc1cc(C)c(NC(=O)Cn2nnc(-c3ccccc3)n2)c(C)c1	7%
COC(=O)c1ccc(C(=O)OC)c(NC(=O)c2cnn3c(C(F)F)cc(-c4ccc(C)cc4)nc23)c1	7%
O=C(NCCc1cccs1)c1ccc(Cn2c(SCc3cccc(F)c3)nc3cccnc32)cc1	3%
O=C(c1ccc(C(F)(F)F)cc1)N1CCC(c2noc(-c3ccc(S(=O)(=O)N4CCCC4)cc3)n2)CC1	-2%
CCN(CC)CCCNC(=O)c1cn(CC(C)C)c(=O)c2c1c1ccccc1n2C	3%
CC1CCN(C(=O)c2cc(-c3ccc(Br)cc3)on2)CC1	-1%
CC(C)(C)c1ccc(Oc2nc3ccccn3c(=O)c2/C=C(\C#N)c2nc3ccccc3s2)cc1	13%

SMN2 splice up, what is marked active above.
structure	SMN2 splice up
CCCSc1nnc2c(n1)OC(c1sccc1C)Nc1ccccc1-2 (stereo unspecified)	3.2µM*
Cn1c(C(=O)NCCc2ccccc2)cc2sc(Cl)cc21	2.8µM*
Clc1ccc(CSc2nc3ncccc3[nH]2)cc1	13µM*

More results.
structure	SMN2 splice up
COc1ccc(-c2noc(CCC(=O)N(C)c3cc(Cl)ccc3OC)n2)cc1	-41%[inhibitor]
CCSc1nnc2c(n1)OC(c1sccc1C)N(C(C)=O)c1ccccc1-2 (stereo unspecified)	-15%
Fc1ccc(N2CCN(c3nc4ccccc4c4nc(-c5cccnc5)nn34)CC2)cc1	12%
Cc1ccc(-c2nnc(Nc3ccc(O)cc3)c3ccccc23)cc1S(=O)(=O)NCC1CCCO1 (stereo unspecified)	-10%
COc1ccc(CCNC(=O)c2cc(Nc3cc(C)cc(C)c3)nc3ccccc23)cc1OC	1%
COc1cc2c(C(=O)N3CCN(c4cccc(C)c4)C(C)C3)cn(CC(C)C)c(=O)c2cc1OC (stereo unspecified)	-13%
Cc1ccc2nc(-c3ccccc3F)c(Nc3ccc(Cl)cc3)n2c1	-19%
Cc1nn2c(-c3ccco3)ccnc2c1-c1ccc(Cl)cc1	-13%
CCc1ccc2occ(CC(=O)N(Cc3ccccc3)C3CCS(=O)(=O)C3)c2c1 (stereo unspecified)	-3%
COc1cc(S(=O)(=O)NCCc2c(C)[nH]c3ccccc23)c(C)cc1C	-4%
CCC1CCCCN1CCCNC(=O)c1c(O)nc2cc(C)ccn2c1=O (stereo unspecified)	-5%
CCCc1cc(C(=O)Nc2c(C)nn(Cc3ccc(Cl)c(Cl)c3)c2C)no1	-45%[inhibitor]
Cc1ccn2c(Nc3ccc4c(c3)OCO4)c(-c3ccc(N(C)C)cc3)nc2c1	16µM*
Cc1ccc(CN2CCSc3ccc(C(=O)Nc4ccc(Cl)cc4)cc32)cc1	11µM*
COc1ccc(NC(=O)Cn2ncc3c(C)n(Cc4cccc(Cl)c4)c(C)c3c2=O)cc1	1%
Cc1ccc(NC(=O)Cn2c(=O)n(CCc3ccccc3)c(=O)c3c4c(sc32)CCCC4)c(C)c1	2%
Cc1cccc(N2CCN(C(c3ccc(F)cc3)c3nnc(-c4ccccc4)o3)CC2)c1C (stereo unspecified)	-22%
CCNC(=O)CC1C(=O)N(c2ccccc2)C(=O)N1Cc1ccc(F)cc1 (stereo unspecified)	-1%
CCOc1ccc(/C=C/c2nc(C#N)c(N3CCCCC3)o2)cc1	-2%
CCOC(=O)c1cnc2ccc(OC)cc2c1Nc1ccc(OCc2ccccc2Cl)cc1	-34%[inhibitor]
COc1ccc(-c2nc3ccccc3o2)cc1NC(=O)c1ccc(-c2cccc(Cl)c2C)o1	-3%
CC(NC(=O)Cn1c(=O)oc2cc(S(=O)(=O)N3CCCCCC3)ccc21)c1ccccc1 (stereo unspecified)	-34%[inhibitor]
Clc1ccc(CNc2cc(-c3ccccc3)nc3nncn23)cc1	-5%

An excerpt. The share of hits here may be higher or lower than overall.
